CHRM5 agonist: human M5 muscarinic receptor agonists, primary screen, CHO-K1 cells, Fluo-8 calcium fluorescence. Muscarinic acetylcholine receptor M5 (Homo sapiens), P08912. AID 624037, 2012. activation, % at 3 µM. hit rate 0.19% among 360,000. CHO-K1 hM5 cells; 0% DMSO wells, 100% maximal acetylcholine response;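 active means activation above the run's mean over test compounds plus 3 SD, cut at about 23% in these data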;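 further: signal is peak over basal fluorescence ratio across the kinetic read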
Target sequence (P08912 whole entry, looked up): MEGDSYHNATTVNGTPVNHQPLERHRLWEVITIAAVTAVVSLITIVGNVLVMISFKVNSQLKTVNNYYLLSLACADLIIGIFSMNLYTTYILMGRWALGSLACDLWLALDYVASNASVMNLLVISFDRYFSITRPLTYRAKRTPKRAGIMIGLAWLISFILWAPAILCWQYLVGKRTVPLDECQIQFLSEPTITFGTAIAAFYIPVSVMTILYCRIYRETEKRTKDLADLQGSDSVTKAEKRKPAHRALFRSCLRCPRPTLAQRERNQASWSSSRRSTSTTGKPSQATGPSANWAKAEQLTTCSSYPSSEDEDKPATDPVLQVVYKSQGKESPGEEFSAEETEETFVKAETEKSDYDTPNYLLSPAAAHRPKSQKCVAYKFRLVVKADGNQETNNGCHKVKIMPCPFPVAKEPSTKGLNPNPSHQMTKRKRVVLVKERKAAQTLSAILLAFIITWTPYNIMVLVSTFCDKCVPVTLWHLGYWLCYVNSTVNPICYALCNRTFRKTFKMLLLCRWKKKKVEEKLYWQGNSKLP
CRFR2-BP ag: agonists of CRF-BP/CRF-R2 complex, primary screen, cell-based, HEK293, calcium dye fluorescence, uHTS; CRF-binding protein / CRF receptor 2 complex (human); calcium dye fluorescence (FLIPR); percent of saturating CRF peptide response; activation, % at 13.2 µM; hit rate 0.46% among 350,000; AID 588473, 2011;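 active means activation of at least 50%, plus an integration ratio under a set limit after plate pattern correction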;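 further: plate controls were neutral control wells without compound for no effect and CRF at EC100 for full effect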
CRFR2-BP antag: antagonists of CRF-BP/CRF-R2 complex, primary screen, cell-based, HEK293, calcium dye fluorescence, uHTS; CRF-induced calcium fluorescence; inhibition, % at 11.8 µM; hit rate 0.59% among 350,000; AID 588475, 2011;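 active means inhibition of the ligand-induced calcium signal above about 50% at the single tested concentration, limit read from the data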
M5 antag: human M5 muscarinic receptor antagonists, primary screen, CHO cells, Fluo-8 calcium fluorescence. Muscarinic acetylcholine receptor M5 (Homo sapiens), P08912. CHO-hM5 cells, ACh EC80. inhibition, % at 3 µM. hit rate 0.59% among 360,000. AID 624040, 2012;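 active means inhibition above a per-plate cutoff, the mean of that plate's test compounds plus 3 SD, cut at about 27% in these data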;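 further: 0% = acetylcholine EC80 with DMSO and 100% = DMSO without agonist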
CHRM4 PAM: human M4 muscarinic receptor positive allosteric modulators, primary screen, CHO-K1 cells, Fluo-8 calcium fluorescence; AID 624126, 2012; hit rate 0.4% among 360,000; CHO-K1 hM4/Gqi5, ACh EC20; 0% = ACh EC20, 100% = maximal ACh; Muscarinic acetylcholine receptor M4 (Homo sapiens), P08173; activation, % at 3 µM;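 active means activation above its plate's cutoff, the mean activation of sample wells plus 3 SD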; further: some results filed as inactive read as strong as hits
Target sequence (P08173 whole entry, looked up): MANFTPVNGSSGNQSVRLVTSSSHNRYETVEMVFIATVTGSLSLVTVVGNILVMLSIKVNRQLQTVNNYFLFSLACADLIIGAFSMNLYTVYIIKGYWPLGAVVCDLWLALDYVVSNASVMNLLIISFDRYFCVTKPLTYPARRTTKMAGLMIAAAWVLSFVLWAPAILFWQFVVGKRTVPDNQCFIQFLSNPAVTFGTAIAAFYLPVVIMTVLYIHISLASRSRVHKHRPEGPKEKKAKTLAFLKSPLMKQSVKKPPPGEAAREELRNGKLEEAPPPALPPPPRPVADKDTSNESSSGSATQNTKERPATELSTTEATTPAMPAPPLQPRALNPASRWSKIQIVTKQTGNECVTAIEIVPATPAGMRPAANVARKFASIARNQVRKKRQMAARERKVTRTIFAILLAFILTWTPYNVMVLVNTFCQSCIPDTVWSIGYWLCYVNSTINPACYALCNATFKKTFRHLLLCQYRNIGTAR
IDE cell inh: human IDE inhibitors in live cells, primary screen, fluorescence polarization, HEK cells, FAbetaB substrate; Insulin-degrading enzyme (Homo sapiens), P14735; FAbetaB cleavage; AID 434962, 2010; hit rate 0.41% among 320,000; inhibition, % at 5.59 µM;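 active means percent inhibition above the average of all tested compounds plus 3 SD, set per screening campaign, cut at about 16% in these data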;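 further: IDE supplied by intact live HEK cells; FP after avidin binding of uncleaved biotin substrate so inhibition keeps polarization high; 0% = DMSO wells and 100% = 60 µM reference IDE inhibitor Ii1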
M5 PAM: human M5 muscarinic receptor positive allosteric modulators, primary screen, CHO-K1 cells, Fluo-8 calcium fluorescence; Muscarinic acetylcholine receptor M5 (Homo sapiens), P08912; CHO-K1 hM5, ACh EC20 PAM; 0% = ACh EC20, 100% = ACh EC100; activation, % at 3 µM; hit rate 0.3% among 360,000;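 active means activation above the run cutoff, the mean activation of all test compounds plus 3 SD, cut at about 18% in these data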
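Replicates: One well per compound, no replicates | System: Human M5 receptor in CHO-K1 cells | Benchmarks: Low control EC20 acetylcholine (0%), high control EC100 acetylcholine (100%) | Probe or stimulus: Acetylcholine, EC20 level | Times: Fluo-8 loading 80 min at 37 °C plus 30 min room temperature | Signal: Intracellular calcium via Fluo-8 fluorescence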
M4 antag: human M4 muscarinic receptor antagonists, primary screen, CHO cells, Fluo-8 calcium fluorescence. Muscarinic acetylcholine receptor M4 (Homo sapiens), P08173. CHO-hM4 cells, ACh EC80. inhibition, % at 3 µM. hit rate 0.73% among 360,000. AID 624125, 2012;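 active means inhibition above its plate's cutoff, the mean inhibition of sample wells plus 3 SD, cut at about 27% in these data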;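 further: 0% = acetylcholine EC80 with DMSO and 100% = DMSO without agonist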
CHRM4 agonist: human M4 muscarinic receptor agonists, primary screen, CHO-K1 cells, Fluo-8 calcium fluorescence; Muscarinic acetylcholine receptor M4 (Homo sapiens), P08173; CHO-K1 hM4/Gqi5; vehicle 0%, full acetylcholine response 100%; AID 624127, 2012; activation, % at 3 µM; hit rate 0.14% among 360,000;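 active means activation above the run mean over all test wells plus 3 SD, cut at about 32% in these data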;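 further: peak over basal fluorescence ratio per well then scaled between controls; 0% = DMSO wells and 100% = acetylcholine at EC100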
* hit, by the source's call; . = not tested or not shown.

CHRM5 agonist,CRFR2-BP ag,CRFR2-BP antag,M5 antag,CHRM4 PAM,IDE cell inh,M5 PAM,M4 antag,CHRM4 agonist,Structure
-4,-0.8,6,16,1,-1,-4,-4,1,O=C(c1cccc([N+](=O)[O-])c1)N1CCCC(C(=O)N2CCN(c3ccccc3)CC2)C1 (stereo unspecified)
0,-1.5,31,1,-3,.,-1,-2,1,C[C@@H]1CN([C@H](C)CO)C(=O)c2cc(Br)cnc2O[C@H]1CN(C)Cc1cccnc1
3,-1.8,15,-3,-2,3,1,-5,0,O=C1CCc2cc(S(=O)(=O)N3CCN(C(=O)c4ccco4)CC3)ccc2N1
2,143*,-100,4,6,4,5,-3,1,CCOC(=O)c1ccc(CNC(=O)Cn2nnc(-c3ccccc3)n2)o1
1,1.3,-6,20,-7,.,-25,9,14,O=S(=O)(Nc1ccccc1)C1CCCCC1
2,-2.0,3,5,-1,3,-19,4,10,CCOc1ccc(C(=O)CCC(=O)N2CCN(c3ccccc3O)CC2)cc1
0,-1.2,7,0,-3,4,-1,-4,1,C[C@H](CO)N1C[C@H](C)[C@@H](CN(C)C(=O)Nc2ccccc2)Oc2c(NC(=O)c3ccncc3)cccc2C1=O
1,4.8,25,-2,4,3,1,-14,1,CCCN(CCC)S(=O)(=O)c1ccc(C(=O)NCc2ccc3c(c2)OCO3)cc1
5,-3.3,6,-2,-7,-3,0,0,8,CC(NC(=O)c1cccnc1)C(c1cccs1)N1CCN(c2ccccc2F)CC1 (stereo unspecified)
-3,1.1,-1,5,-23,6,-7,8,0,O=C(Cn1ccc([N+](=O)[O-])n1)N1CCc2ccccc21
-2,0.1,-2,-9,-5,-3,0,1,0,CCC(CC)NC(=O)Nc1ccccc1C
-1,3.5,13,9,-8,1,-8,-1,10,COc1cc(NC(=O)c2ccc(S(=O)(=O)N(C)c3ccccc3OC)cc2)cc(OC)c1
-3,-1.0,0,8,-3,3,-3,7,0,Cc1cccc(/C=N/NC(=O)Cc2cccs2)c1
-4,0.5,-2,10,-3,0,-6,5,1,NNC(=O)c1n[nH]c(=O)c2ccccc12
2,0.5,-11,-3,-5,9,0,-1,1,Cc1cc(C)cc(C(=O)NCC(=O)OCC(=O)Nc2cccnc2Cl)c1
2,0.6,-2,0,5,7,-3,10,1,COc1ccc(S(=O)(=O)N(C)CC(=O)Nc2ccc3c(c2)OCCO3)cc1OC
3,-0.5,9,3,5,2,-1,-7,3,CN(CCN(C)C(=O)c1[nH]cnc1C(=O)Nc1ccccc1)C(=O)c1[nH]cnc1C(=O)Nc1ccccc1
3,-0.4,-1,-4,11,6,2,1,2,COC(=O)c1c(NC(=O)c2ccco2)sc2c1C(C(=O)OC)CC2 (stereo unspecified)
-3,0.9,6,4,3,.,-3,-1,1,CN(Cc1cccs1)C(=O)CN1CCN(S(=O)(=O)c2ccc3c(c2)OCCCO3)CC1
-5,-1.2,-8,-1,-4,-7,3,4,1,Cc1ccc(S(=O)(=O)N(C)c2ccc(C(=O)NCC(c3cccs3)N3CCOCC3)cc2)cc1 (stereo unspecified)
-1,0.3,-1,-10,1,1,-1,0,7,CCc1nn(CCCC(=O)Nc2ccc(C)c(C)c2)c(=O)c2cc3occc3n12
-3,0.0,14,0,6,-1,-2,20,1,CC1(C(=O)O)CCC(C(=O)NNC(=O)c2ccccc2O)C1(C)C (stereo unspecified)
-2,1.0,1,10,9,3,-2,-4,1,Cc1ccc(NC(=O)CSc2nc3c(c(=O)[nH]2)CCCC3)cc1C
5,-3.1,15,2,-2,-1,-4,-6,1,FC(F)(F)c1nnc2ccc(Cl)nn12
0,-0.4,-5,-5,-5,3,2,-4,1,O=C(CN1C(=O)CC(c2ccco2)Sc2ccccc21)NC1CCCCC1 (stereo unspecified)
-6,6.4,29,0,-4,1,-2,1,1,COc1cccc(NC(=O)C2C3C=CC4(O3)C2C(=O)N(C2CC2)C4C(=O)NC2CCCCC2C)c1 (stereo unspecified)
0,1.8,25,15,1,3,-7,14,3,COc1ccc(NS(=O)(=O)c2ccc(OCC(=O)N3CCOCC3)cc2)cc1
-1,0.0,7,1,2,3,5,-7,2,CCN(CC)c1nc(C)c2c(c1C#N)CC(C)(C)OC2
-3,0.8,24,11,-10,-4,-16,-2,2,Cc1ccccc1-n1nnnc1SCc1csc(-c2ccccc2)n1
-4,-1.0,-23,24,0,1,-13,-2,2,Cc1cccc(Cn2c(C)nc3c(N)c(C)c(C)cc32)c1
-1,-1.5,-14,8,-14,0,-15,20,0,CCC1CCCCN1Cc1nc2c(c(=O)n(C)c(=O)n2C)n1CC(C)C (stereo unspecified)
0,5.3,-11,-8,8,0,11,-8,13,C(=N\n1cnnc1SCc1ccccc1)/c1ccco1
0,-0.4,7,-3,-7,4,-9,-1,7,CC(=O)c1cccc(NC(=S)NCCc2ccc(F)cc2)c1
-1,-0.3,-55,-7,-6,3,3,-2,1,Cc1oc(-c2ccccc2F)nc1CN1CCC(C(=O)NCCC2=CCCCC2)CC1
-5,-4.1,-6,2,3,5,1,8,0,Cc1ccc(C)c(-n2c(-c3ccc4c(c3)OCO4)n[nH]c2=S)c1
-5,-1.3,-2,4,-3,-2,1,-3,2,COc1ccc(C(=O)CC(=O)C(=O)Nc2cc(C)ccc2C)cc1
-2,-0.9,-2,9,-1,0,5,7,0,O=C(CCNC(=O)c1ccc(Br)cc1)NCCCN1CCOCC1
-2,3.6,-17,-9,-1,4,-2,-12,1,O=C(CSc1nc2ccccc2s1)NCCOc1ccc(Cl)cc1
0,2.1,1,9,5,-2,3,1,0,CCSc1nnc(-c2cc(Br)ccc2NC(C)=O)c(=O)[nH]1
-2,1.6,-3,11,-21,1,-6,33*,23,COc1cc(CNCc2ccccn2)ccc1OCc1ccc(Cl)cc1Cl
-1,0.2,5,1,-7,.,-6,-8,17,COc1ccc(/C=N\NC(=O)c2cc3c(ccc4ccccc43)o2)cc1O
-4,-1.4,4,7,4,-4,-9,-9,6,CCOc1ccccc1N1CCN(Cc2cccc(OC)c2OC)CC1
-3,-0.4,3,-9,4,-1,0,-12,2,Cn1c(=NC(=O)CSCC(=O)N2CCCCC2)sc2ccccc21
0,-0.4,-6,0,-3,0,2,-4,2,COc1ccc(S(=O)(=O)Nc2ccc(S(=O)(=O)N3CCCCC3)cc2)cc1OC
-2,1.5,1,-4,2,1,-5,-4,0,COc1ccc(N)c2c1OCCC2=O
-6,-0.9,-19,6,-3,-2,0,-1,1,CC(C)(C)OC(=O)N1CCC(c2c(C(=O)N3CCN(C4CCCCC4)CC3)cnn2-c2ccc(F)cc2)CC1
-5,-0.2,34,-2,-1,1,8,1,0,COc1ccc(-c2nnc(SCC(=O)Nc3cccnc3Cl)n2C)cc1
-1,0.3,-8,7,0,-3,-2,-5,0,COCC(=O)Nc1ccc2c(c1)OCC(=O)N2Cc1ccccc1F
-3,0.7,0,13,-5,6,-6,15,2,C=CCOc1ccc2ccccc2c1CNn1c(C)n[nH]c1=S
-7,2.3,-6,0,-2,-5,0,-12,-1,COc1ccccc1C(=O)N(C1=NC(C)CS1)c1ccc(Cl)cc1 (stereo unspecified)
-1,-2.4,-4,-4,8,2,4,-16,0,COc1cc(OC)cc(OC(=O)C2CCN(C(=O)c3ccc(F)cc3)CC2)c1
2,-1.1,4,0,4,.,-2,-9,0,COc1ccc(OC(=O)N(C)C[C@H]2OCc3cn(nn3)CCCC(=O)N([C@H](C)CO)C[C@@H]2C)cc1
2,-2.7,-3,4,7,3,0,3,1,Cc1noc(C)c1NC(=O)N(C)C[C@H]1Oc2c(NS(=O)(=O)c3cn(C)cn3)cccc2C(=O)N([C@H](C)CO)C[C@@H]1C
-4,-0.9,-8,-10,12,3,1,-3,1,COc1ncnc2c1NC(=O)CS2
-1,0.4,4,12,3,7,2,-5,1,C=CCOc1cccc(C2C(C(=O)c3ccco3)=C(O)C(=O)N2Cc2cccnc2)c1 (stereo unspecified)
-4,-1.9,-43,17,-11,-1,-7,6,-3,COc1ccc(Nc2nc(NC(C)(C)C)nc(N3CCCC3)n2)c(OC)c1
4,-0.1,3,-2,-6,-1,-1,2,15,Cn1nnnc1SCC(=O)Nc1nc(-c2ccc(F)c(F)c2)cs1
0,-3.0,-21,6,18,-2,0,7,0,CCc1c(C)c2cc(Cl)c(O)c(CN(C)C)c2oc1=O
-1,.,.,10,-11,.,-21,21,2,CCCCCc1c(-c2cccc(OC)c2)ncn1CCc1ccccc1OC
-1,-1.4,12,2,4,0,2,-3,1,O=C(NCCc1ccccc1)c1cc(=O)[nH]c2ccccc12

Going on with the list.
CHRM5 agonist,CRFR2-BP ag,CRFR2-BP antag,M5 antag,CHRM4 PAM,IDE cell inh,M5 PAM,M4 antag,CHRM4 agonist,Structure
0,92*,-81,-4,9,5,-2,-11,1,COc1ccc(C2=CC(c3ccc(C)cc3)n3nnnc3N2)cc1 (stereo unspecified)
-2,-1.0,6,9,-7,9,-7,-4,1,COc1ccc(NC(=O)Cn2nnc3sc4c(c3c2=O)CC(C)(C)OC4)cc1
5,-1.3,-5,-5,4,7,1,-4,3,COc1ccc(NC(=O)CN(C)C(=O)c2ccccc2SCC(=O)N2CCCC2)cc1
1,.,.,0,1,.,2,-11,1,CC(=O)NC(C)(c1ccccc1)c1nc(-c2ccc(N(C)C)cc2)cs1 (stereo unspecified)
-3,-1.3,3,4,9,-6,-1,1,0,O=C(Cc1ccccc1)N1CCN(S(=O)(=O)c2cccc([N+](=O)[O-])c2)CC1
-4,-2.5,14,6,-4,-1,-5,5,0,O=C(NC1CCN(S(=O)(=O)c2ccccc2)CC1)c1cccc(F)c1
-3,-1.8,7,-2,2,7,-1,-1,1,CCOC(=O)c1ccc(CS(=O)c2ccc(Cl)cc2)o1 (stereo unspecified)
2,-0.9,-10,17,1,6,-1,11,1,CCOc1ccc2c(c1)C(=O)C(=O)N2CC1COc2ccccc2O1 (stereo unspecified)
-1,2.0,-21,-2,4,-1,2,-3,1,CCCOc1ccc(-c2c(C(=O)N/N=C(\C)c3cccs3)nnn2-c2nonc2N)cc1
1,4.7,-16,12,-10,.,-12,-15,13,Cc1ccc(S(=O)(=O)NCCCCCCNS(=O)(=O)c2ccc(C)cc2)cc1
-2,0.1,-1,17,-2,13,-17,5,18,Cc1oc(S(=O)(=O)N2CCOCC2)cc1C(=O)Nc1ccc(Cl)cc1
-1,-0.7,11,0,1,3,6,2,0,CC1(C)CC(=O)c2cc(C(=O)Nn3cnnc3)c(=O)n(-c3ccccc3)c2C1
